Cdc42 wt = modulators (inhibitors or activators) of GTP binding to human Cdc42 wildtype; P60953; GST-Cdc42 beads, Bodipy-GTP binding, flow cytometry; actives lie on both sides; percent activity (GTP binding), % at 10 µM; 0.2% of 190,000 active;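 active means percent activity GTP binding at least 20 points away from the 100% baseline, either down as inhibitor or up as activator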;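 further: median bead fluorescence of bound Bodipy-FL-GTP at 100 nM; 0% = excess unlabeled GTP control and 100% = no compound control; below 100% means less GTP binding so inhibitor and above means activator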
Target sequence (P60953 whole entry, looked up): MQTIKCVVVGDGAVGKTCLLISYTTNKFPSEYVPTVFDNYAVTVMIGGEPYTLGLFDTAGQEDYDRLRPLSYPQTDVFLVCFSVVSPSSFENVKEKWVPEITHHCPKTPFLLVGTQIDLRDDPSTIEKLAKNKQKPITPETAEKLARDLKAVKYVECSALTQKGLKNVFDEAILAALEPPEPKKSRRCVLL
Mcl1-Noxa inh = disrupts binding of human Mcl-1 to Noxa peptide. inhibition, % at 21.7 µM. AID 1022. Q07820. 1.5% of 220,000 active. TR-FRET Mcl-1/Noxa peptide binding, 2 h;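 active means compounds that cut the protein-peptide binding signal by more than 50% relative to plate controls in a single-dose test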;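 further: His-tagged Mcl-1 with rhodamine Noxa BH3 peptide and terbium anti-His antibody; 0% = Mcl-1 plus Noxa peptide wells and 100% = peptide-only wells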
Target sequence (Q07820 whole entry, looked up): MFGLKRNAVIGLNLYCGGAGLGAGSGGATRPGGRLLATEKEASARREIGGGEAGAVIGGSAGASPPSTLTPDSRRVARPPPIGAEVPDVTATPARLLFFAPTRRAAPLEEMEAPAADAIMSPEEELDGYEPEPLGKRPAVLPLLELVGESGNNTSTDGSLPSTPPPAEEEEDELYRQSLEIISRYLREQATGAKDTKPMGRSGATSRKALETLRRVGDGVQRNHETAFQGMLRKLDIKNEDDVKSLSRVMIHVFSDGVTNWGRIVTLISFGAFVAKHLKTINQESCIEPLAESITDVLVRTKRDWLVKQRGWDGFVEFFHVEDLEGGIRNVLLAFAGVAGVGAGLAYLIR
Pf gamet viab = inhibitors of late stage P. falciparum gametocyte viability. P. falciparum stage V gametocytes, ATP luminescence, 24 h. inhibition, % at 10.9 µM. 0.065% of 150,000 active. AID 743093;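 active means inhibition above the mean plus 3 SD of compounds within the control limits, set per campaign, cut at about 38% in these data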;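 further: 0% = DMSO wells and 100% = medium only without gametocytes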
GSH fluor = compound fluoresces at 488/530 nm on GSH beads; GSH beads flow cytometry, compound fluorescence 488/530 nm; hits give high values; fluorescence (KMESF) at 10 µM; 0.25% of 190,000 active; AID 1776; in the data active means fluorescence above about 89;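 further: glutathione beads carrying GST-tagged Bcl family fusion proteins plus one bare bead set; values are compound well signal with DMSO vehicle wells as background; inactives centre near 16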
HRas wt GTP = human HRas wildtype GTP binding, change in either direction; GST-Ras wt beads, Bodipy-FL-GTP binding, flow cytometry; actives lie on both sides; GTP binding activity, % at 10 µM; P01112; 0.14% of 190,000 active;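 active means GTP binding activity at least 20% away from the 100% baseline, either lowered as inhibitor or raised as activator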;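 further: 0% = unlabeled GTP competition control and 100% = no-compound control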
Target sequence (P01112 whole entry, looked up): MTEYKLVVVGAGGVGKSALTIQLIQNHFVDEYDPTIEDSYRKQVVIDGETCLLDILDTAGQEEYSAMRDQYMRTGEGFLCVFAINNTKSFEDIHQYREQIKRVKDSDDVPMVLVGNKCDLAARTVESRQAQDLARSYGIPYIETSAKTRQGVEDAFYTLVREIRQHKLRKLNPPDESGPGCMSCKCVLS
Avidin bead fluor = avidin bead compound fluorescence profile. Avidin beads, compound fluorescence 488/530 nm, flow cytometry; hits give high values. fluorescence (KMESF) at 10 µM. 0.38% of 220,000 active; in the data active means fluorescence above about 47; further: inactives centre near 10
Rac1 wt modul = human Rac1 wildtype GTP binding, inhibitors and activators; GST-Rac1 beads, fluorescent GTP binding, flow cytometry; actives lie on both sides; 0 = cold GTP competed, 100 = untreated; GTP binding activity (% of control), % at 10 µM; 0.27% of 190,000 active; AID 757;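 active means GTP binding activity at least 20 points away from the 100% control level, either lower or higher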
Rab2 wt GTP = changes GTP binding to wildtype dog Rab2A, up or down | P61105 | GST-Rab2 wt beads, Bodipy-GTP binding, flow cytometry | GTP binding activity, % at 10 µM | 0.19% of 190,000 active | AID 760;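 active means GTP binding activity at least 20 points away from 100%, either lowered or raised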;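 further: 0% = beads with excess unlabeled GTP and 100% = no-compound control corrected for plate trend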
Rab7 wt modul = dog Rab7 wildtype GTP binding, inhibitors and activators; GST-Rab7 beads, fluorescent GTP binding, flow cytometry; actives lie on both sides; untreated = 100%, excess cold GTP = 0%; 0.055% of 190,000 active; GTP binding activity (percent of control), % at 10 µM; AID 758;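 active means fluorescent GTP binding to Rab7 beads changed by at least 20 points from the 100% baseline, either direction, mostly lower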;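 further: median green fluorescence of bound Bodipy-FL-GTP per Rab7 bead population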
Mcl1 Bid PPI = Mcl-1/Bid interaction inhibition; 0.97% of 220,000 active; Q07820; inhibition, % at 21.7 µM; TR-FRET Mcl-1/Bid-Dy647 peptide binding, 1536-well;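 active means compounds that cut the binding signal by more than half at the single screening dose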;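 further: His-tagged Mcl-1 with europium anti-His antibody binding Bid BH3 peptide; 0% = Mcl-1 plus peptide wells and 100% = peptide-only wells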
Rac1 act GTP bind = modulators of GTP binding to human Rac1 activated mutant; P63000; GST-Rac1 activated beads, fluorescent GTP binding, flow cytometry; actives lie on both sides; 100% means binding = to untreated wells; percent activity (GTP binding), % at 10 µM; 0.11% of 190,000 active; AID 764;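 active means GTP binding at least 20 percentage points away from the 100% baseline, in either direction, so actives lie on both sides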
Numbers without * were called inactive; x = no result given. The order is random; about 3% have a hit in one of these screens.

1: COc1cccc(CCc2nnc(CCC(=O)N3CCCC3c3nccs3)o2)c1 (stereo not given)
2: CCOC(=O)c1[nH]c2ccccc2c1N=C(C)N(CC)CC
3: Cc1cccc2c1N(CCOc1ccccc1)C(=O)C2=O
4: COc1ccc(N(CC(=O)NC2CCCC2)C(=O)CCC(=O)Nc2cc(C)on2)c(OC)c1
5: COC(=O)c1cc(OC)c(OC)cc1NC(=O)CCC1CCCC1
6: CCn1c(=O)[nH]c2ccccc2c1=O

| assay / compound | 1 | 2 | 3 | 4 | 5 | 6 |
| --- | --- | --- | --- | --- | --- | --- |
| Rab2 wt GTP | 100.0 | 99.0 | 98.0 | 95.0 | 98.0 | 95.0 |
| Rac1 wt modul | 102.0 | 103.0 | 102.0 | 100.0 | 90.0 | 100.0 |
| Avidin bead fluor | 3 | 9 | 5 | 24 | 24 | 31 |
| Cdc42 wt | 98.0 | 99.0 | 98.0 | 95.0 | 91.0 | 99.0 |
| Mcl1 Bid PPI | -18.1 | -43.7 | -6.7 | -6.8 | -13.6 | -36.0 |
| HRas wt GTP | 100.0 | 99.0 | 99.0 | 96.0 | 93.0 | 100.0 |
| Mcl1-Noxa inh | 12.1 | 9.4 | -24.2 | 5.8 | 5.5 | -7.8 |
| Rac1 act GTP bind | 96.0 | 98.0 | 98.0 | 96.0 | 98.0 | 97.0 |
| Rab7 wt modul | 104.0 | 97.0 | 99.0 | 93.0 | 97.0 | 96.0 |
| GSH fluor | 9 | 6 | 24 | 39 | 11 | 8 |
| Pf gamet viab | 10.5 | x | -6.3 | 18.5 | -1.7 | x |

7: CCOC(=O)N1CCC(NC2CCCCCCC2)CC1
8: Cc1oc2ccc(OC(=O)COc3c(F)c(F)c(F)c(F)c3F)cc2c1C(=O)OC(C)C
9: COc1cc2c(cc1NC(=O)COC(=O)c1ccc(C(C)(C)C)cc1)oc1ccccc12
10: CCOC(=O)C1=C(C)Nc2ncnn2C1c1c[nH]c2ccccc12 (stereo not given)
11: CN(C(=O)c1ccccc1C(=O)OCC(=O)NCc1cccs1)C1CCCCC1
12: CC(C)Cn1c(SCC(=O)NCc2ccc(Cl)cc2)nnc1-c1cccc(S(=O)(=O)N2CCOCC2)c1

| assay / compound | 7 | 8 | 9 | 10 | 11 | 12 |
| --- | --- | --- | --- | --- | --- | --- |
| Rab2 wt GTP | 102.0 | 96.0 | 98.0 | 102.0 | 103.0 | 104.0 |
| Rac1 wt modul | 108.0 | 101.0 | 103.0 | 102.0 | 99.0 | 105.0 |
| Avidin bead fluor | 4 | 8 | 11 | 12 | 10 | 11 |
| Cdc42 wt | 103.0 | 98.0 | 103.0 | 104.0 | 103.0 | 102.0 |
| Mcl1 Bid PPI | -9.7 | -26.5 | -3.2 | -36.7 | -37.1 | -29.1 |
| HRas wt GTP | 102.0 | 94.0 | 99.0 | 103.0 | 99.0 | 100.0 |
| Mcl1-Noxa inh | -7.3 | 5.9 | -44.8 | -21.4 | 2.8 | -8.1 |
| Rac1 act GTP bind | 102.0 | 95.0 | 98.0 | 99.0 | 95.0 | 95.0 |
| Rab7 wt modul | 101.0 | 95.0 | 99.0 | 102.0 | 107.0 | 103.0 |
| GSH fluor | 5 | 25 | 12 | 8 | 12 | 24 |
| Pf gamet viab | 2.0 | 0.6 | -20.6 | 11.6 | x | x |

Compounds 6 through 12, quoted:
6: CCn1c(=O)[nH]c2ccccc2c1=O
7: CCOC(=O)N1CCC(NC2CCCCCCC2)CC1
8: Cc1oc2ccc(OC(=O)COc3c(F)c(F)c(F)c(F)c3F)cc2c1C(=O)OC(C)C
9: COc1cc2c(cc1NC(=O)COC(=O)c1ccc(C(C)(C)C)cc1)oc1ccccc12
10: CCOC(=O)C1=C(C)Nc2ncnn2C1c1c[nH]c2ccccc12 (stereo not given)
11: CN(C(=O)c1ccccc1C(=O)OCC(=O)NCc1cccs1)C1CCCCC1
12: CC(C)Cn1c(SCC(=O)NCc2ccc(Cl)cc2)nnc1-c1cccc(S(=O)(=O)N2CCOCC2)c1

| assay / compound | 6 | 7 | 8 | 9 | 10 | 11 | 12 |
| --- | --- | --- | --- | --- | --- | --- | --- |
| Rab2 wt GTP | 95.0 | 102.0 | 96.0 | 98.0 | 102.0 | 103.0 | 104.0 |
| Rac1 wt modul | 100.0 | 108.0 | 101.0 | 103.0 | 102.0 | 99.0 | 105.0 |
| Avidin bead fluor | 31 | 4 | 8 | 11 | 12 | 10 | 11 |
| Cdc42 wt | 99.0 | 103.0 | 98.0 | 103.0 | 104.0 | 103.0 | 102.0 |
| Mcl1 Bid PPI | -36.0 | -9.7 | -26.5 | -3.2 | -36.7 | -37.1 | -29.1 |
| HRas wt GTP | 100.0 | 102.0 | 94.0 | 99.0 | 103.0 | 99.0 | 100.0 |
| Mcl1-Noxa inh | -7.8 | -7.3 | 5.9 | -44.8 | -21.4 | 2.8 | -8.1 |
| Rac1 act GTP bind | 97.0 | 102.0 | 95.0 | 98.0 | 99.0 | 95.0 | 95.0 |
| Rab7 wt modul | 96.0 | 101.0 | 95.0 | 99.0 | 102.0 | 107.0 | 103.0 |
| GSH fluor | 8 | 5 | 25 | 12 | 8 | 12 | 24 |
| Pf gamet viab | x | 2.0 | 0.6 | -20.6 | 11.6 | x | x |

Carrying on:
13: CCN(CC)c1ccc(C(NC(C)=O)NC(C)=O)cc1
14: CCCCCn1c(CN(C)Cc2ccccc2)nc2c1c(=O)n(C)c(=O)n2C
15: CCc1ccc2c(COn3nnc4ccc(S(=O)(=O)N(C)C)cc43)cc(=O)oc2c1
16: CCOc1ccc(N2C(=O)C3C(c4ccccc4)=NN(c4ccccc4)C3C2=O)cc1 (stereo not given)
17: CCC(CC)NC(=O)COc1ccc(OC)cc1C=O
18: O=C1C(C=NC2CC2)=C(O)c2ccccc21
19: O=C(Nc1ccccc1)Nc1ccccc1C(=O)NCc1ccccc1
20: CCOC(=O)C1CCN(C(=O)c2ccc(Cl)c(NC3=NC4CS(=O)(=O)CC4S3)c2)CC1 (stereo not given)
21: Cn1c(SCC(=O)NCc2cccs2)nnc1-c1cccs1

| assay / compound | 13 | 14 | 15 | 16 | 17 | 18 | 19 | 20 | 21 |
| --- | --- | --- | --- | --- | --- | --- | --- | --- | --- |
| Rab2 wt GTP | 104.0 | 99.0 | 102.0 | 104.0 | 98.0 | 101.0 | 99.0 | 102.0 | 101.0 |
| Rac1 wt modul | 112.0 | 100.0 | 107.0 | 107.0 | 102.0 | 113.0 | 104.0 | 108.0 | 106.0 |
| Avidin bead fluor | 5 | 7 | 24 | 6 | 11 | 14 | 8 | 6 | 9 |
| Cdc42 wt | 102.0 | 100.0 | 105.0 | 104.0 | 100.0 | 108.0 | 98.0 | 104.0 | 102.0 |
| Mcl1 Bid PPI | -22.9 | 15.0 | 52.7* | -28.4 | -7.1 | -27.2 | -8.1 | -13.6 | -1.3 |
| HRas wt GTP | 101.0 | 97.0 | 104.0 | 105.0 | 98.0 | 104.0 | 100.0 | 101.0 | 100.0 |
| Mcl1-Noxa inh | 2.9 | 10.7 | 11.9 | -31.9 | -11.4 | -3.3 | 6.1 | 1.8 | 9.6 |
| Rac1 act GTP bind | 98.0 | 98.0 | 100.0 | 102.0 | 97.0 | 103.0 | 98.0 | 99.0 | 99.0 |
| Rab7 wt modul | 102.0 | 98.0 | 100.0 | 105.0 | 100.0 | 97.0 | 102.0 | 100.0 | 102.0 |
| GSH fluor | 12 | 11 | 20 | 10 | 12 | 14 | 57 | 16 | 37 |
| Pf gamet viab | -7.8 | 5.0 | -6.6 | -0.2 | x | x | x | x | 7.5 |
